# CCHF vOTU inh: CCHFV vOTU protease inhibition; AID 651958; Pep-AMC fluorescence; inhibition, % at 11.5 µM; hit rate 0.55% among 370,000; in the data active means inhibition above about 30%; further: 0% = vehicle wells with enzyme and 100% = no enzyme wells
# PrPC surface inh: reduces human prion protein on the cell surface. P04156. cell surface PrPC, TR-FRET read-out. inhibition, % at 13.8 µM. hit rate 0.43% among 370,000. AID 720596; in the data active means inhibition above about 24%; further: 0% = median of the test wells and 100% = reference compound wells
# TcdB inh: TcdB glycohydrolase inhibition. P18177. hit rate 0.24% among 350,000. AID 652162. inhibition, % at 9.99 µM. TcdB glycohydrolase enzymatic assay, plate reader; in the data active means inhibition above about 10%
# * marks the source's active call; other numbers are inactive results. A portion of the library, so the mix of outcomes need not match the whole.
SMILES,CCHF vOTU inh,PrPC surface inh,TcdB inh
CCCCNC(=O)C1C(c2ccccc2)=Nc2ccccc2N1C(=O)c1ccc2c(c1)OCO2 (stereo unspecified),7,-1,1.7
CCCCc1c(-c2ccccc2OC)ncn1Cc1c(Cl)cccc1Cl,12,5,4.7
Cc1ccc(S(=O)(=O)N2[C@@H](CO)CO[C@H]2CC(=O)OCc2ccccc2)cc1,-2,2,0.5
COC(=O)C[C@@H]1C=C[C@@H](NC(=O)CN(C)C)[C@@H](CO)O1,-2,-6,0.5
COC(=O)C1=C(C)N(Cc2ccccc2C(F)(F)F)C(=NCc2ccccc2)NC1c1cccc(F)c1 (stereo unspecified),15,3,1.6
CCCCNC(=O)c1nn2cc(Br)cnc2c1Br,-7,-15,1.3
FC(F)(F)c1ccc(Cl)c(CN2CCN(c3ncc(Cc4ccccc4)cn3)CC2)c1,13,6,-3.4
Cc1cc(Oc2cccnc2)ccc1NC(=O)Cc1c(C)[nH]c2ccccc12,-8,4,1.0
CC(C)CNc1cccc2c1S(=O)(=O)N[C@@H](C)CO2,2,1,-9.6
C/C(=N\NC(=O)CNC(=O)C(c1ccccc1)c1ccccc1)c1ccc(C)cc1,-18,-1,0.5
CN(C)CC(CCC(CN(C)C)C(O)(c1ccccc1)c1ccccc1)C(O)(c1ccccc1)c1ccccc1 (stereo unspecified),-19,-16,0.5
Cc1cccc(C)c1NC(=O)C(c1ccccc1)N1CCN(C)CC1 (stereo unspecified),2,-2,1.2
COc1ccc(NC(=O)c2ccc(=O)[nH]c2)cc1S(=O)(=O)N1CCCCC1,-24,5,0.4
Cc1ccc(C(Nc2ccccc2)c2ccc3ccc(C)nc3c2O)c(C)c1 (stereo unspecified),29,1,1.1
CCCCCCn1c(COc2ccccc2F)nnc1SCC(=O)c1c(N)n(C)c(=O)n(C)c1=O,1,4,-2.8
COC(=O)c1ccccc1S(=O)(=O)NC(=O)[C@H]1O[C@@H](n2ccc(=O)[nH]c2=O)[C@H](O)[C@@H]1O,-3,9,1.0
O=S(=O)(c1cccs1)N1CCCc2nc(-c3ccc(F)cc3)ccc21,-5,3,-0.1
O=C(CSc1nc2[nH]ncc2c(=O)[nH]1)c1ccc(Cl)cc1,4,1,0.8
CC(C)C[C@@H]1COc2cc(N3CCCC3)ccc2S(=O)(=O)N1,15,3,0.9
CCOC(=O)N1CCC(NC(=O)c2cnn3c(C(F)(F)F)cc(-c4cccc(OC)c4)nc23)CC1,-1,-7,0.2

# Next section; it opens with the 5 that closed the last part.
SMILES,CCHF vOTU inh,PrPC surface inh,TcdB inh
COC(=O)c1ccccc1S(=O)(=O)NC(=O)[C@H]1O[C@@H](n2ccc(=O)[nH]c2=O)[C@H](O)[C@@H]1O,-3,9,1.0
O=S(=O)(c1cccs1)N1CCCc2nc(-c3ccc(F)cc3)ccc21,-5,3,-0.1
O=C(CSc1nc2[nH]ncc2c(=O)[nH]1)c1ccc(Cl)cc1,4,1,0.8
CC(C)C[C@@H]1COc2cc(N3CCCC3)ccc2S(=O)(=O)N1,15,3,0.9
CCOC(=O)N1CCC(NC(=O)c2cnn3c(C(F)(F)F)cc(-c4cccc(OC)c4)nc23)CC1,-1,-7,0.2
Cc1cc(O)cc(=O)n1-c1cccc(F)c1,-10,5,0.9
COc1ccc(CNC(=O)Cn2ncn3cccc3c2=O)cc1,-9,-2,1.0
Cc1[nH]c2ccccc2c1C(=O)CSc1nc2ccccc2c(=O)n1-c1ccccc1F,3,3,2.5
Clc1ccc(-c2csc(NCC3CCCO3)n2)cc1 (stereo unspecified),0,1,0.4
COCCN(Cc1ccc(C)cc1)C(=O)[C@@H](Cc1ccccc1)NC(=O)[C@H]1O[C@@H](n2ccc(=O)[nH]c2=O)[C@H](O)[C@@H]1O,0,9,2.0
CCOC(=O)N[C@@H](Cc1cccnc1)C(=O)N1CCC[C@H]1C(=O)NCCc1ccccc1Cl,-6,2,1.9
O=C(N[C@@H]1C[C@@H]2O[C@@H](CO)CC[C@@H]2O[C@@H]1CCc1ccc(-c2cccnc2)cc1)c1cccc(F)c1,6,-6,1.7
COC(=O)C1=C(C)N(Cc2ccc(C(F)(F)F)cc2)C(=NCc2ccc(C(F)(F)F)cc2)NC1c1cccc(C(F)(F)F)c1 (stereo unspecified),3,4,0.5
Cc1ccc(-c2cccc(=O)o2)cc1,9,2,1.6
CCS(=O)(=O)Nc1ccc2c(c1)C(=O)N(C)[C@@H]1CC[C@H](CC(=O)NCCOC)O[C@H]1CO2,-2,7,-0.5
CC(C)[C@H](NC(=O)[C@H](C)NC(=O)OC(C)(C)C)C(=O)N1CCC2CCN(Cc3ccccc3)CC21 (stereo partly specified),8,-10,1.0
CCCCCCCCN1C(=O)[C@H](CC(=O)NCc2cccc3ccccc23)C[C@@]2(C(=O)OCC)CCC=C12,27,-1,0.0
NC(=O)[C@@H]1CCCN1C(=O)[C@@H](Cc1ccccc1)NC(=O)[C@H]1O[C@@H](n2ccc(N)nc2=O)[C@H](O)[C@@H]1O,-10,1,0.9
C[C@@H]1CNCCN1c1ccc(N2CC[C@H](O)C2)c(C#N)c1,1,2,-21
CC(C)CNC(=O)C1C(=O)Nc2ccccc2C(=O)N1C(C)(C)C (stereo unspecified),12,-10,0.3
Cc1cc(NC(=O)Cc2cn(Cc3ccccc3)c3ccccc23)ccc1Oc1cccnc1,13,11,4.3
Cc1cccc(C)c1NC(=O)C(c1ccncc1)n1c(=O)c(-c2cc3ccccc3[nH]2)nc2ccccc21 (stereo unspecified),0,-11,0.6
COc1ccc(CNS(=O)(=O)c2cc(Br)ccc2Br)c(OC)c1,1,10,-2.1
COc1ccc(C(=O)c2[nH]c(N)c(C(=O)c3c[nH]c4ccccc34)c2-c2ccc(OC)cc2)cc1,0,0,-0.3
COc1ccc(C2=Nc3ccccc3N(C(=O)c3cccnc3)C2C(=O)NC2CCCC2)cc1 (stereo unspecified),12,-23,-0.4

# Complete entries, quoted from the list:
# Entry for `NC(=O)[C@@H]1CCCN1C(=O)[C@@H](Cc1ccccc1)NC(=O)[C@H]1O[C@@H](n2ccc(N)nc2=O)[C@H](O)[C@@H]1O` → CCHF vOTU inh = -10; PrPC surface inh = 1; TcdB inh = 0.9
# Entry for `Cc1cc(NC(=O)Cc2cn(Cc3ccccc3)c3ccccc23)ccc1Oc1cccnc1` → CCHF vOTU inh = 13; PrPC surface inh = 11; TcdB inh = 4.3

# Next part.
SMILES,CCHF vOTU inh,PrPC surface inh,TcdB inh
CC(C)[C@H](NC(=O)OC(C)(C)C)c1cc(C(=O)N[C@@H](C)c2ccccc2)c(N)s1,19,-1,-0.3
COc1ccc(Sc2cccc(Cl)c2)c(C(=O)O)c1,-2,0,-0.9
CCCCNC(=O)C[C@@H]1C[C@@]2(C(=O)OCC)CCCC=C2N(Cc2ccccc2)C1=O,-1,1,2.6
O=C(NCc1ccccc1)C(c1ccccc1F)n1c(=O)c(-c2ccco2)nc2ccccc21 (stereo unspecified),-10,7,1.7
COC(=O)c1sc(NC(=S)NC(=O)c2ccc(F)cc2)nc1C,9,0,4.3
CCOC(=O)Nc1cc(=O)c([N+](=O)[O-])c(N)[nH]1,8,-3,1.3
Nc1[nH]c(C(=O)c2ccccc2)c(-c2ccccc2[N+](=O)[O-])c1C(=O)NCCc1c[nH]c2ccccc12,25,-10,0.9
C=C1[C@@H](C)CN[C@@H]1CCO,4,-4,0.9
Cc1cccc(C)c1NC(=O)C1(C)CSCC(=O)N1Cc1ccco1 (stereo unspecified),3,8,1.4
COC(=O)C1=C(C)N(Cc2ccc(F)cc2)C(=S)NC1c1cccc(Cl)c1 (stereo unspecified),-5,7,1.8

# Some of the entries so far, with values under each structure.
# Under each structure: CCHF vOTU inh	PrPC surface inh	TcdB inh
O=S(=O)(c1cccs1)N1CCCc2nc(-c3ccc(F)cc3)ccc21
  -5	3	-0.1
O=C(CSc1nc2[nH]ncc2c(=O)[nH]1)c1ccc(Cl)cc1
  4	1	0.8

# (listing goes on)
SMILES,CCHF vOTU inh,PrPC surface inh,TcdB inh
Clc1ccc(C2[C@H]3CN(Cc4ccc(-c5ccccc5)cc4)[C@H](c4ccccc4)C34CC2(c2ccccc2)C4)cn1 (stereo partly specified),-4,3,9.0
CC(C)NC(=O)C1(C)CSCC(=O)N1CCCN1CCOCC1 (stereo unspecified),3,6,1.2
CC1(C)N([O-])c2cc([N+](=O)[O-])ccc2[N+]1=O,27,-15,-0.5
Cc1cccc(NC(=O)CNC(=O)[C@@H](Cc2ccccc2)NC(=O)[C@H]2O[C@@H](n3ccc(=O)[nH]c3=O)[C@H](O)[C@@H]2O)c1C,17,1,-1.8
COC(=O)C1=C(C)N(Cc2ccccc2C(F)(F)F)C(=NCc2ccc(C(F)(F)F)cc2)NC1c1ccc(F)cc1 (stereo unspecified),12,3,1.4
COC(=O)[C@]12C[C@H](CC(=O)NCc3ccc(C)o3)C(=O)N(Cc3ccccc3)C1=C[C@H](C1CCCC1)O[C@@H]2C,26,10,-1.9
CCCn1c(SCC(=O)N2CCCCC2)nnc1-c1ccccn1,-12,-6,1.3
O=C(CN1N=C(c2ccccc2)CCC1=O)NCc1ccco1,-6,0,0.9
CC(C)[C@H](NC(=O)N1CCOCC1)C(=O)N1CCC[C@H]1C(=O)NCc1ccccc1,1,-6,0.9
CC(=O)Nc1cccc(-c2csc(Nc3ncccn3)n2)c1,4,-2,0.4

# Laid out differently: entries from further up
SMILES | CCHF vOTU inh | PrPC surface inh | TcdB inh
CC1(C)N([O-])c2cc([N+](=O)[O-])ccc2[N+]1=O | 27 | -15 | -0.5
Cc1cccc(NC(=O)CNC(=O)[C@@H](Cc2ccccc2)NC(=O)[C@H]2O[C@@H](n3ccc(=O)[nH]c3=O)[C@H](O)[C@@H]2O)c1C | 17 | 1 | -1.8
COC(=O)C1=C(C)N(Cc2ccccc2C(F)(F)F)C(=NCc2ccc(C(F)(F)F)cc2)NC1c1ccc(F)cc1 (stereo unspecified) | 12 | 3 | 1.4
COC(=O)[C@]12C[C@H](CC(=O)NCc3ccc(C)o3)C(=O)N(Cc3ccccc3)C1=C[C@H](C1CCCC1)O[C@@H]2C | 26 | 10 | -1.9
CCCn1c(SCC(=O)N2CCCCC2)nnc1-c1ccccn1 | -12 | -6 | 1.3
O=C(CN1N=C(c2ccccc2)CCC1=O)NCc1ccco1 | -6 | 0 | 0.9
CC(C)[C@H](NC(=O)N1CCOCC1)C(=O)N1CCC[C@H]1C(=O)NCc1ccccc1 | 1 | -6 | 0.9

# Other records
SMILES,CCHF vOTU inh,PrPC surface inh,TcdB inh
N#Cc1c(N)[nH]c(C(=O)c2ccccc2)c1-c1ccc(Br)cc1,8,2,-0.1
CC(C)[C@H](NC(=O)OC(C)(C)C)c1cc(C(=O)NCCO)c(N)s1,8,9,0.5
O=C(C(=O)N1CCN(C(=O)OCc2ccccc2)CC1)c1cccs1,14,8,-9.7
O=C(NC1CCCCC1)C(c1cccc2ccccc12)n1c(=O)c(-c2ccco2)nc2ccccc21 (stereo unspecified),17,3,0.3
COc1ccc(CNS(=O)(=O)c2cc(Cl)ccc2N2CC[C@@H](O)C2)cc1,-6,11,1.7
CN1C(=O)N(C)N(Cc2ccccc2)C(=O)N1Cc1ccccc1,1,-2,0.5
COC(=O)CCCCCN1C(=O)NC(c2ccc(-c3ccccc3)cc2)C(C(=O)OCc2ccccc2)=C1C (stereo unspecified),7,3,-2.7
COC(=O)C1=C(C)N(Cc2ccccc2C(F)(F)F)C(=NCc2ccccc2)NC1c1ccc(Cl)cc1 (stereo unspecified),17,-9,1.0
COc1ccc(Sc2cccc3c2S(=O)(=O)N(C2CC2)C[C@@H](COCc2ccccc2)O3)cc1OC,-2,7,0.1
Nc1ncnc2c1ncn2C1OC(CO)CC1O (stereo unspecified),1,0,0.1
CC(C)CC1c2[nH]c3ccccc3c2CCN1C(=O)c1cnccn1 (stereo unspecified),0,13,1.8
O=C(NCCN1CCC2(CC1)C(=O)NCN2c1ccccc1)c1ccc(Cl)cc1,-2,-3,0.8
COC(=O)[C@@]12C[C@@H](CC(=O)NCCCCc3ccccc3)C(=O)N(CCc3ccc(OC)c(OC)c3)C1=CCC(C)(C)C2,26,-1,-0.4
CC1CCN(C(=O)c2ncn3c2C(=O)NC[C@H]3C)CC1,-4,-9,0.5
COC(=O)c1cc2c(c3c4ccccc4n(S(=O)(=O)c4ccc(OC)cc4)c13)C(=O)N(Cc1ccc(N(C)C)cc1)C2,14,-2,-1.2
COc1ccc(N2C(=O)N3[C@H](c4cccc(C)c4)[C@@H]4C(=O)N(Cc5ccccc5)C(=O)[C@@H]4[C@]3(Cc3ccccc3)C2=O)cc1,-4,2,1.4
FC(F)(F)c1ccccc1Cc1c(-c2ccco2)nc2c3ccccc3ccn12,8,-2,-0.2

# Screens deposited in PubChem by several laboratories.
